mIDH1 inhibitor: human IDH1 R132H inhibition | IDH1-R132H enzyme, NADPH consumption, diaphorase/resazurin fluorescence | Potency, µM (highest dose often 76.6 µM), for the others: at the top dose activity change, negative = inhibition, actives largely listed as inhibitors | 390,000 tested, 0.093% active; further: potency means the concentration at half of the fitted maximal effect; on the % scale 0 is the no-effect control and ±100 the full control effect; nearly all actives have a fitted effect of over 65% in size
Target sequence (O75874 whole entry R132H, stated change not applied): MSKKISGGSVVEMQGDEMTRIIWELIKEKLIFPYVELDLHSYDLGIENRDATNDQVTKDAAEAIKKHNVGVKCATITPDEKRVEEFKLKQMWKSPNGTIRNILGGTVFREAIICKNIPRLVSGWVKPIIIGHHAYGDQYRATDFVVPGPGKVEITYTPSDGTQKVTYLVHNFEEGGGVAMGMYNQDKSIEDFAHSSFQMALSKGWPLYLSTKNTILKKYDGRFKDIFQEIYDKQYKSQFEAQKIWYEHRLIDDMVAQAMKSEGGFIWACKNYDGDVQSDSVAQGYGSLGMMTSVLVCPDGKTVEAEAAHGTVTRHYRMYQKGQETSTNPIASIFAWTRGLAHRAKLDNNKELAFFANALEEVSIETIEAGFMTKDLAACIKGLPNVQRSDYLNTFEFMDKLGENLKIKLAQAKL
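IDH1-R132H (0.5 ug/mL) preincubated 30 min with compound, then NADPH (0.016 mM) and alpha-KG (2 mM) added; 80 min at RT, pH 7.5. Remaining NADPH coupled via diaphorase/resazurin to fluorescence (540/590 nm); concentration-response curves normalized to no-enzyme control.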
Pin1 inhibitor: inhibitors of human Pin1; Q13526; Pin1 FP peptide displacement, HiFluor488, 10 min; Potency, µM (highest dose often 115 µM), for inactives: top-dose activity, negative = inhibition, hits mostly inhibitors; 390,000 tested, 0.009% active; active means well fitted inhibition curve with a large enough effect in the polarisation, with a control signal flat, not every such curve was filed as active; inconclusive means small, poorly fitted or top-dose-only effect, or effect the other way, or a change in a side signal; inactive means no such curve, though single readings can be large or run the other way; the % refers to the polarisation; further: potency means the concentration at half of the fitted maximal effect; on the % scale 0 is the no-effect control and ±100 the full control effect
Target sequence (Q13526 whole entry, looked up): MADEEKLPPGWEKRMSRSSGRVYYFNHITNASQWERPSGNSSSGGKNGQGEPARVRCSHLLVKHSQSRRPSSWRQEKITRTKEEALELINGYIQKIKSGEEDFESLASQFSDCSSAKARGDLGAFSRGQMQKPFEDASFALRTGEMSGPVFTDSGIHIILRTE
TRHR ag: TRH receptor (human) agonism; TRHR cells, calcium flux fluo-8, FDSS agonist mode; activation, % at 2 µM; 360,000 tested, 0.18% active; AID 493084; in the data active means activation above about 30%; further: 0% is about no effect
Target sequence (P34981 whole entry, looked up): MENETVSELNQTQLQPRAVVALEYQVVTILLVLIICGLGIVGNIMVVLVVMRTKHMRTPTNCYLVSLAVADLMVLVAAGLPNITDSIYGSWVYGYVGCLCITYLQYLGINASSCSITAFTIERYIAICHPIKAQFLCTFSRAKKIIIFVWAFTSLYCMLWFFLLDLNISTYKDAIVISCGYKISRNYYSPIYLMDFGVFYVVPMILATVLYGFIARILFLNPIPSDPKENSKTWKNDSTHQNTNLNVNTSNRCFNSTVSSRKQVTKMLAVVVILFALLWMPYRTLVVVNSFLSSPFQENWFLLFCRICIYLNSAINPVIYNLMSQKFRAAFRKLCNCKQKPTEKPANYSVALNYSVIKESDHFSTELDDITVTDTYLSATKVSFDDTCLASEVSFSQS
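Agonist-mode FDSS calcium read (Ex 480/Em 530, 1 s cycles) in 1536-well TRHR cells with fluo-8 dye, after 10-cycle baseline and 23 nL compound addition; TRH at EC20 (10 nM final) added afterwards for the enhancer phase.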
D2 agonist: agonists of human D2 dopamine receptor; activation, % at 2 µM; AID 485358; P14416; 340,000 tested, 0.53% active; HEK293 T-REx D2 cells, calcium flux agonist mode;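 active means activation over 3 SD above normal in the single-dose calcium agonist read, cut at about 30% in these data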; further: 0% is about no effect
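HEK293 Trex D2 cells, tetracycline-induced, o/n 30 C 5% CO2; no-wash Ca dye, RT 30–90 min; 10-cycle baseline, 23 nl cpd added, kinetic Ca read 180 s; agonist hits = positive Ca response.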
TRHR enhancer: TRH receptor (human) allosteric enhancement. P34981. TRHR cells, fluo-8 calcium fluorescence, EC20 TRH enhancement. enhancement, % at 2 µM. 360,000 tested, 0.66% active. AID 493056; in the data active means enhancement above about 30%; further: 0% is about no effect
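Enhancer read-out: after compound pinning and an initial kinetic agonist-mode read, an EC20 of TRH (10 nM final) was injected and fluo-8 calcium signal (Ex 480/Em 530) followed at 1 s/cycle for 100 cycles in TRHR-expressing cells.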
D2 antag: antagonists of human D2 dopamine receptor; HEK293 TREx D2 cells, calcium flux, dopamine EC80; inhibition, % at 10 µM; 340,000 tested, 2% active; in the data active means inhibition above about 30%; further: 0% is about no effect
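Calcium mobilization kinetics were recorded at 1 s intervals in tetracycline-induced HEK293 T-REx D2 cells, first for 180 s after compound addition and then 180 s after EC80 dopamine.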
TrxR1 substrate: is turned over as a substrate by rat TrxR1 | 390,000 tested, 0.01% active | purified TrxR1 substrate turnover, NADPH consumption readout | Potency, µM (top dose mostly 114 µM), inactives show top-dose activity change, negative = substrate turnover; further: potency means the concentration at half of the fitted maximal effect; on the % scale 0 is the no-effect control and ±100 the full control effect; nearly all actives have a fitted effect of over 50% in size
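Rat TrxR1, dispensed at 90 nM, was prereduced with 400 uM NADPH (final) for 5 min at ~22 deg C, then incubated with compound 15 min before 400 uM selenite. A first-read NADPH fluorescence drop versus no-compound background flagged substrates.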
USP1-UAF1 inh: USP1/UAF1 (human) deubiquitinase inhibition; recombinant USP1/UAF1, Ub-Rhodamine cleavage fluorescence; Potency, µM (highest dose often 57.1 µM), inactives show at the top dose activity change, negative = inhibition, actives largely listed as inhibitors; 390,000 tested, 0.23% active; AID 743255; O94782; further: potency means the concentration at half of the fitted maximal effect; on the % scale 0 is the no-effect control and ±100 the full control effect; nearly all actives have a fitted effect of over 60% in size; inactives centre near -12
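In this screen, compounds sit with the deubiquitinase complex (1nM) for 15 min at room temperature before Ub-Rho is added at 150nM final. Fluorescence rise is then followed for 6 reads every 60 seconds.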
rTrxR1 inhibitor: inhibitors of rat thioredoxin reductase 1; O89049; recombinant rTrxR1, NADPH fluorescence consumption, selenite substrate; Potency, µM (titrated, usually from 114 µM), for the others: at the top dose activity change, negative = inhibition, actives largely listed as inhibitors; 390,000 tested, 1% active; further: potency means the concentration at half of the fitted maximal effect; on the % scale 0 is the no-effect control and ±100 the full control effect; nearly all actives have a fitted effect of over 65% in size
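Rat TrxR1 (90 nM in the dispensed reagent) was pre-reduced with 400 uM NADPH for 5 min at room temperature, then incubated with compound for 15 min. After 400 uM selenite was added, NADPH fluorescence (Ex 340/Em 450 nm) was followed for 8 min.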
Starred values were filed as active, the others as inactive; ? = inconclusive; . = not tested or not shown; [ ] = another dose, or the depositor's remark. Unless noted, the call rests on the fitted dose curve; in most records, active means well fitted inhibition curve with a large enough effect; inconclusive means small, poorly fitted or top-dose-only effect; inactive means no such curve, though single readings can be large or run the other way. Not all compounds are listed; count on the stated rates, not on these rows.

SMILES	mIDH1 inhibitor	Pin1 inhibitor	TRHR ag	D2 agonist	TRHR enhancer	D2 antag	TrxR1 substrate	USP1-UAF1 inh	rTrxR1 inhibitor
Cn1c(Cc2ccccc2)nnc1SCC(=O)NC1CCCC1	1%	-1%	-0.5	0.5	6	-2	0%	-17%	10%
Cc1ccc(Nc2nc(N)c([N+](=O)[O-])c(NCc3ccccc3)n2)cc1	?	1%	0.3	.	10	.	-7%	1%	23%[57.1 µM]
CC1(c2nnc(-c3cccc(Cl)c3)o2)CC(c2cccc(F)c2)=NO1 (configuration not stated)	-5%	-2%	.	.	.	.	6%[57.1 µM]	-17%	7%[57.1 µM]
NC(=S)Cc1ccccc1Cl	5%	-2%	0.3	0.2	-2	3	1%[11.4 µM]	-14%	12%[11.4 µM]
COc1cccc(-n2c(SCC(=O)Nc3nccs3)nnc2-c2ccoc2C)c1	-2%	2%	0.0	0.9	7	15	-4%	-4%	11%
OC(Cn1cncn1)(c1ccccc1)c1ccccc1	4%	-2%	0.8	-0.4	3	16	1%	-10%	-2%
COc1ccc(-c2cn3nc(SCC(=O)Nc4cccc(C)c4C)ccc3n2)cc1	0%	-1%	-0.7	.	-2	.	11%[57.1 µM]	-4%	11%[57.1 µM]
CCOC(=O)CN(C(=O)CNC(=O)c1ccco1)C(C(=O)NC1CCCCC1)c1cccnc1 (configuration not stated)	-6%	5%	0.8	1.2	3	-9	7%	-12%	18%
Cc1nnc(N(C(=O)c2cnccn2)c2ccccc2)s1	0%	-1%	0.1	-0.3	-3	5	12%[57.1 µM]	-2%	-11%
Cc1cc(=O)n2nc(N3CCCC(C(=O)N4CCN(C)CC4)C3)sc2n1 (configuration not stated)	10%	0%	1.3	0.5	3	-20	12%	-13%	23%
O=C(COC(=O)C1C2CC3OC(=O)C1C3C2)Nc1ccc(F)cc1 (configuration not stated)	0%	2%	0.2	-0.3	1	-2	-4%	-16%	-2%
COc1ccc(S(=O)(=O)n2[nH]c(=O)c(CCO)c2C)cc1	-13%	4%	0.0	-0.7	-2	8	5%	-18%	11%
Cc1ccc(C(=O)COC(=O)C2CC3CCCC(C2)C3=O)cc1[N+](=O)[O-] (configuration not stated)	0%	-6%	0.4	.	7	.	-3%	-15%	4%
COCCn1c(N2CCN(c3ccc(OC)cc3)CC2)nc2c1c(=O)[nH]c(=O)n2C	6%	1%	-0.5	3.3	-1	-4	0%	-21%	10%
COc1ccc(-c2cc3nc(C)c(CCC(=O)N4CCN(c5ccccc5)CC4)c(C)n3n2)c(OC)c1	4%	3%	-0.3	0.2	4	.	15%	?	43%[activator]
Cn1c(Cn2c(=O)sc3ccccc32)nnc1SCC(=O)N1CCCCCC1	0%	5%	-0.3	0.0	24	6	7%[57.1 µM]	-5%	16%[57.1 µM]
O=C(NCCCc1nc2ccccc2[nH]1)c1ccc(F)cc1	-4%	-12%	-0.5	-0.4	-3	-10	0%[57.1 µM]	4%	19%[57.1 µM]
CC12CCC(C(=O)n3c1nc1ccccc13)C2(C)C (configuration not stated)	1%	1%	-0.2	0.1	-9	-6	8%	-21%	10%
Cc1cc2nc3n(c2cc1C)CC1CC(C(=O)NCc2ccccc2)N(C)C31 (configuration not stated)	-4%	0%	0.1	0.9	5	10	9%[57.1 µM]	-24%	8%[57.1 µM]
Cc1ccc(N(C)S(=O)(=O)c2cccc(C(=O)OCC(=O)N3CCCC(C)C3)c2)cc1 (configuration not stated)	6%	1%	-0.8	0.9	-1	-25	-10%	-13%	-2%
Cc1ccc(C2(c3ccc(C)cc3)CC2C(=O)NCc2cccnc2)cc1 (configuration not stated)	9%	-4%	0.0	0.5	3	-14	14%	-8%	20%[57.1 µM]
O=C(Nc1ccc(S(=O)(=O)N2CCCC2)cc1)C1CC(=O)N(c2ccccc2)C1 (configuration not stated)	0%	1%	0.2	-0.4	7	-6	7%[57.1 µM]	-15%	19%[57.1 µM]
OC1(c2ccc3c(c2)OCO3)CCN(Cc2ccc(F)cc2)CC1	-8%	4%	0.5	2.0	4	73*	1%	-10%	8%
Oc1ccc(C(=S)N2CCCCCC2)cc1	0%	0%	-0.6	-0.1	9	37*	1%	-10%	-3%
CC1CCCCN1C(=O)CSc1nnc(-c2cccs2)o1 (configuration not stated)	4%	1%	0.3	0.5	3	-3	9%	0%	17%
SMILES	mIDH1 inhibitor	Pin1 inhibitor	TRHR ag	D2 agonist	TRHR enhancer	D2 antag	TrxR1 substrate	USP1-UAF1 inh	rTrxR1 inhibitor
Cc1ccc(Cn2c(SCC(C)C)nc3c2c(=O)[nH]c(=O)n3C)cc1	8%	-6%	0.0	-1.7	-5	-8	-8%[57.1 µM]	-15%	5%[57.1 µM]
CCN(CC)C(=O)C(C)N(C#N)c1nc(C)cc(C)n1 (configuration not stated)	-4%	4%	-0.1	-0.1	15	-3	-7%	-14%	-11%
O=C(CN1C(=O)NC2(CCCCCC2)C1=O)NCc1cccs1	10%	0%	0.0	0.4	-1	2	4%	-18%	16%
O=C(NCc1ccccc1F)C1CCCN1S(=O)(=O)c1ccc(F)cc1 (configuration not stated)	8%	2%	-0.5	0.8	-1	-7	-8%	0%	12%[57.1 µM]
CCn1cc(C(=O)NCCc2ccc(Cl)cc2)c(=O)c2cc(S(=O)(=O)N3CCc4ccccc4C3)ccc21	8%	-9%	1.2	-0.1	3	.	0%	-20%	29%
CC1(C)CC(NC(=O)Cc2ccccc2[N+](=O)[O-])CC(C)(C)N1	7%	3%	-0.5	1.1	0	6	-15%	1%	-14%
Cc1cccc(NC(=O)C2CCCN(S(=O)(=O)c3c(C)n[nH]c3C)C2)c1 (configuration not stated)	-11%	1%	-0.8	0.4	-3	.	3%	-22%	3%
O=C(O)c1ccc(NC(=O)c2ccccc2NC(=O)c2cccc(F)c2)cc1	1%	-3%	0.5	-0.6	-4	4	5%[57.1 µM]	-16%	6%[57.1 µM]
CCc1ccc(NC(=O)CSc2nc3ccccc3nc2Cc2ccc(C)cc2)cc1	1%	-10%	0.3	-0.3	2	.	-2%[57.1 µM]	-28%	14%[57.1 µM]
CC(=O)CCn1cc([N+](=O)[O-])nc1C	-1%	9%	1.1	-1.1	3	11	-13%	-7%	-17%
CCN(CC(=O)Nc1ccccc1C(F)(F)F)C(=O)CCc1c(C)[nH]c(=O)c(C#N)c1C	-13%	9%	0.5	0.2	5	7	3%	0%	8%
O=C(NC(CSC(=O)c1ccccc1)C(=O)O)OCc1ccccc1 (configuration not stated)	-1%	0%	.	.	.	.	-8%	2%	-8%
COc1ccc(OCC(=O)NNC(=O)c2cccs2)cc1	6%	-3%	0.9	0.3	11	1	1%	1%	3%
Cc1ccc(-c2cc(-c3c(C)nn(C)c(=O)c3N)[nH]n2)cc1	-3%	-2%	1.0	2.4	4	-11	-3%	-11%	18%
CCC1(Cc2ccccc2)NC(=O)c2ccccc2O1 (configuration not stated)	-3%	-9%	0.2	0.2	0	-3	-9%[57.1 µM]	-17%	-15%[57.1 µM]
CCOC(=O)c1c(NC(=O)COc2ccc(OC)cc2)sc(C(=O)N(CC)CC)c1C	.	0%	3.5	0.4	-7	.	1%	-20%	9%
CC(C)NC(=S)N1CCN(c2ncccn2)CC1	7%	-2%	-0.1	0.3	1	0	-5%	-13%	-8%
COC(=O)CSc1nnc(CSc2nc(C)cc(C)n2)o1	-3%	7%	0.0	1.0	4	7	3%	?	4%[57.1 µM]
O=C(/C=C/c1cn(CC(O)CN2CCc3ccccc32)c2ccccc12)c1ccc(Br)cc1 (configuration not stated)	2%	?	3.4	2.6	3	.	-5%	-29%	-6%

Of the compounds above, these have an aryl thioether with sulfur outside any ring:
SMILES	mIDH1 inhibitor	Pin1 inhibitor	TRHR ag	D2 agonist	TRHR enhancer	D2 antag	TrxR1 substrate	USP1-UAF1 inh	rTrxR1 inhibitor
Cn1c(Cc2ccccc2)nnc1SCC(=O)NC1CCCC1	1%	-1%	-0.5	0.5	6	-2	0%	-17%	10%
COc1cccc(-n2c(SCC(=O)Nc3nccs3)nnc2-c2ccoc2C)c1	-2%	2%	0.0	0.9	7	15	-4%	-4%	11%
COc1ccc(-c2cn3nc(SCC(=O)Nc4cccc(C)c4C)ccc3n2)cc1	0%	-1%	-0.7	.	-2	.	11%[57.1 µM]	-4%	11%[57.1 µM]
Cn1c(Cn2c(=O)sc3ccccc32)nnc1SCC(=O)N1CCCCCC1	0%	5%	-0.3	0.0	24	6	7%[57.1 µM]	-5%	16%[57.1 µM]
CC1CCCCN1C(=O)CSc1nnc(-c2cccs2)o1 (configuration not stated)	4%	1%	0.3	0.5	3	-3	9%	0%	17%
Cc1ccc(Cn2c(SCC(C)C)nc3c2c(=O)[nH]c(=O)n3C)cc1	8%	-6%	0.0	-1.7	-5	-8	-8%[57.1 µM]	-15%	5%[57.1 µM]
CCc1ccc(NC(=O)CSc2nc3ccccc3nc2Cc2ccc(C)cc2)cc1	1%	-10%	0.3	-0.3	2	.	-2%[57.1 µM]	-28%	14%[57.1 µM]
COC(=O)CSc1nnc(CSc2nc(C)cc(C)n2)o1	-3%	7%	0.0	1.0	4	7	3%	?	4%[57.1 µM]

Screening results from PubChem.
